Pf growth 96h = P. falciparum growth inhibition at 96 hour, primary screen for plastid delayed-death inhibitors; actives 6.9% (n = 320,000); Potency, µM (doses to about 28.7 µM), inactives show at the highest dose activity change, negative = inhibition, hits mostly inhibitors; P. falciparum luciferase reporter growth, 96 h
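Cell-based qHTS: luciferase-tagged P. falciparum in erythrocytes (2% hematocrit, 0.05% parasitemia final) incubated with compounds for 96 hours, 37 C, 5% CO2; luciferase detection reagent then added and luminescence measured.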
LmPK inh = blocks Leishmania mexicana pyruvate kinase activity; Q27686; purified LmPK, Kinase-Glo ATP luminescence, 1 h; Potency, µM (highest dose often 57.5 µM), for the others: top-dose activity change, negative = inhibition, usual class: inhibitors; actives 0.37% (n = 290,000)
Target sequence (Q27686 whole entry, looked up): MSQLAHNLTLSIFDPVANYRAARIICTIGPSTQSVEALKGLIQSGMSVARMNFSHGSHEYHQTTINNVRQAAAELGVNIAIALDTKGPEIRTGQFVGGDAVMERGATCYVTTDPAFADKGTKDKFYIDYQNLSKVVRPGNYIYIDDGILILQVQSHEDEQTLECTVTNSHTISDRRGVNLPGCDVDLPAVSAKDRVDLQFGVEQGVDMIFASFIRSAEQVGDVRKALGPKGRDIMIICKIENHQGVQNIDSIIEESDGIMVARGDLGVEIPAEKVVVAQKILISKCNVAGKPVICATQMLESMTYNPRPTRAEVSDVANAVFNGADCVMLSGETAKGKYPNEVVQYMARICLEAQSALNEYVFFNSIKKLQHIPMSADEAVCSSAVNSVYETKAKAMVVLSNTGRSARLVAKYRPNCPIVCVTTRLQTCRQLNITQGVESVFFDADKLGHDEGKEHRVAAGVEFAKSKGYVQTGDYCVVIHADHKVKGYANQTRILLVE
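Kinase-Glo luminescence read after 1 h RT reaction of 0.1 nM LmPK with 0.5 mM PEP and 0.1 mM ADP. Activity scaled between uninhibited and enzyme-free controls.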
Tb PYK inh = T. brucei pyruvate kinase inhibition; Q57TT1; TbPYK enzyme, Kinase-Glo Plus ATP luminescence, 45 min; Potency, µM (highest dose often 76.8 µM), for inactives: top-dose activity, negative = inhibition, hits mostly inhibitors; actives 0.12% (n = 410,000); AID 624173; note: nearly all actives have a fitted effect of over 50% in size
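Luminescence from Kinase-Glo Plus, added after a 45-minute room-temperature reaction, served as the end-point read-out. The enzyme and substrate were preincubated with compound before ADP (130 uM final) initiated turnover. Concentration-effect curves came from normalized qHTS data.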
HCV inhibitor = blocks hepatitis C virus; Huh7.5.1 HCVcc-Cre infection, luciferase reporter, 44 h; Potency, µM (highest dose often 41.8 µM), inactives show at the highest dose activity change, negative = inhibition, most hits filed as inhibitors; actives 3.4% (n = 340,000); AID 651820
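Reporter virus HCVcc-Cre (~0.5 moi) infects cells exposed to compound; seeding density 1,000 cells/well with 4 h settling beforehand. Luminescence, 15 sec read, taken 44 h post-infection following a 15 min RT substrate incubation.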
Pf growth 48h = P. falciparum growth inhibition at 48 hours (one generation). P. falciparum luciferase growth in erythrocytes, 48 h. Potency, µM (highest dose often 28.7 µM), without a hit: at the highest dose activity change, negative = inhibition, hits mostly inhibitors. actives 5.9% (n = 310,000). AID 504832
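A one-generation exposure of luciferase-tagged malaria parasites in RPMI 1640/Albumax erythrocyte culture, 37 C and 5% CO2. Inhibition is inferred from decreased luminescence after adding detection reagent.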
Sm TGR block = inhibitors of Schistosoma mansoni thioredoxin glutathione reductase; purified TGR, DTNB reduction, TNB absorbance 405 nm; Potency, µM (top dose mostly 114 µM), without a hit: at the top dose activity change, negative = inhibition, hits mostly inhibitors; actives 3% (n = 360,000); AID 485364; note: nearly all actives have a fitted effect of over 60% in size
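TGR 20 nM + NADPH 100 uM (dispensed conc.), cpd preinc 15 min RT; start with NADPH (500 uM addition) then DTNB (15 mM addition). Kinetic TNB absorbance, 405 nm filter. Four-parameter Hill fit across titration.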
* = called active by the depositor; ? = inconclusive; / = not tested or not shown; & = joins results of further samples; ! = repeats disagree; [ ] = dose if it differs, or a comment. Calls come from the whole dose curve; as a rule, active = well fitted curve in the direction sought with a large enough effect; inconclusive = small, poorly fitted or top-dose-only effect, or another doubt; inactive = no such curve, though single readings can be large; an effect the other way counts as inactive or inconclusive. % is set by controls: 0 for no effect and ±100 for the full control effect; potency is the fitted concentration of half-maximal effect.

SMILES | Pf growth 96h | LmPK inh | Tb PYK inh | HCV inhibitor | Pf growth 48h | Sm TGR block
CCOC(=O)c1cc(C(=O)NCc2ccc(Cl)cc2Cl)nn1C | 2% | 3% | -8% | 8% | 0% | -1%
O=C(Nc1ccc(-n2cnnn2)cc1)C(c1ccccc1)c1ccccc1 | -13% | 3% | 0% | -9% | ? | 1%
CCCC(=O)Nc1ccc(C(=O)Nc2cc(C(F)(F)F)ccc2Cl)cc1 | ? | -3% | 4% | ? | ? | -9%
Cn1c(NCCO)nc2c1c(=O)n(Cc1ccc(F)cc1)c(=O)n2C | 12% | 2% | -4% | 36%[activator] | / | 12%
CCN(CC)c1ccc(CNCCc2ccccc2F)cc1 | 9.3µM* | 3% | -4% | ? | -11% | 8%
O=C(c1cccnc1)N1CCN(Cc2ccc3ccccc3c2)CC1 | ? | -2% | 14% | ? | / | 0%
Cc1cccc(OCC(O)CN2CCc3ccccc3C2)c1 (configuration not stated) | 49%[activator] | 3% | -1% | 12% | -20% | 3%
CCOc1cc(C2C(C(=O)OCC(C)C)=C(C)N=C3SCCC(=O)N32)ccc1OC(C)=O (configuration not stated) | ? | 4% | 17% | -2% | 23% | -22%
COC(=O)NC1CSCC1OC(=O)c1ccc(Br)cc1 (configuration not stated) | / | -2% | -13% | -10% | ? | -2%
CCCN1CCN(C(c2cc3cc(OCC)ccc3[nH]c2=O)c2nnnn2C2CCCCC2)CC1 (configuration not stated) | 52%[activator] | 1% | -1% | -17% | ? | -24%
N#Cc1ccc(C(=O)N/N=C/c2cn(CC(=O)O)c3ccccc23)c(F)c1 | -2% | 2% | -9% | ? | -1% | 1%
Cc1c(Cl)cccc1Nc1ncccc1C(=O)OCC(O)CO (configuration not stated) | 47%[activator] | 2% | / | / | 15% | 3%
CCCNC(=O)Cn1cc(S(=O)(=O)N2CCCC2)c(S(=O)(=O)N2CCCC2)c1 | 9% | 0% | 0% | 25% | ? | -1%
O=C(NC1(C(F)(F)F)N=C2SCCN2C1=O)c1ccccc1F (configuration not stated) | 1% | -3% | 2% | 10% | 73%[activator] | 1%
COc1ccccc1NC(=S)N/N=C/c1cccc(C)c1 | -60% | 2% | -4% | -13% | 0% | -8%
COc1cc(/C=C/C(=O)NCC(=O)N2CCC(N(C)CCN3CCOCC3)CC2)ccc1OC(C)C | -16% | -15% | 0% | 16% | 19% | ?
CCOc1ccc2[nH]c(=O)c(CN(CCO)C(=O)c3ccc(F)cc3)cc2c1 | / | -2% | 2% | 17% | 7% | ?
Cc1nc2cc(C(=O)O)ccc2n1-c1ccccc1 | ? | -5% | -3% | 24% | / | -20%
CC1(C)C(CO)=CC(=O)C2=C1SCC(=O)N2 | -9% | 0% | 1% | 4%[8.37 µM] | 7% | 2%
Cc1[nH]c2ccccc2c1/C=C(\C#N)S(=O)(=O)c1ccccc1 | ? | 3% | -1% | 0% | / | -23%
CCCn1c(NC(=O)C2CCN(C(=O)c3ccc(F)cc3)CC2)nc2ccccc21 | ? | -12% | -8% | / | ? | 0%
O=c1c(C=NCc2cccs2)c(O)n(C2CCCCC2)c(=O)n1C1CCCCC1 | ? | -3% | 0% | 4% | / | 3%
CC(=O)c1sc(NC(=O)c2ccccc2C)nc1C | 161%[activator] | -15% | -8% | -7% | 122%[activator] | 12%
CCCCOc1cccc(C(=O)NC(=S)Nc2cccc(NC(=O)c3ccccc3Cl)c2)c1 | 16% | -2% | -5% | 3% | -11% | 1%
Cc1nc(SCC(=O)Nc2ccccn2)n[nH]1 | -15% | -5% | 4% | 20% | 7% | 8%

(list continues)
SMILES | Pf growth 96h | LmPK inh | Tb PYK inh | HCV inhibitor | Pf growth 48h | Sm TGR block
COc1ccc(-c2noc(CCCC(=O)NCCc3ccccc3)n2)cc1OC | ? | 3% | -3% | -14% | ? | 1%
O=C(NCc1cccs1)C1CCCN(S(=O)(=O)c2ccc3c(c2)OCO3)C1 (configuration not stated) | ? | 2% | 35% | 4% | 9% | -16%
S=C(NNC(=S)NC1CC2CCC1C2)NC1CC2C=CC1C2 (configuration not stated) | ? | 6% | -23% | -4% | ? | -3%
N/C(=N\OC(=O)Cc1ccccc1)c1ccc([N+](=O)[O-])cc1 | 46%[activator] | 2% | -20% | -3% | 13% | -4%
Cc1ccc(C(=O)N/C(=C/c2ccc(N(C)C)cc2)C(=O)NCC2CCCO2)cc1 (configuration not stated) | 0% | -2% | -4% | 6% | 12% | -24%
Clc1ccccc1Cn1nnc(-c2cccs2)n1 | 0% | 6% | -6% | -2% | 114%[activator] | 8%
C[C@@]12C(=O)N(CC3CCCO3)CC(=O)N1[C@H]1c3ccccc3OC[C@@H]1[C@@H]2c1ccccc1 (some centres not stated) | ? | / | 7% | 1% | -26% | -14%
CCCCCn1c(=O)[nH]c2cc(C(=O)N3CCN(c4ccc(C(C)=O)cc4)CC3)ccc2c1=O | 12µM* | -3% | -2% | 7.9µM* | ? | -11%
O=C(NCCSCc1ccco1)Nc1ccc(Cl)cc1 | / | 1% | -2% | -12% | 67%[activator] | -18%
Nc1c(Cl)c(Cl)nc(C(=O)N/N=C/c2cccnc2)c1Cl | ? | 0% | 5% | 21% | 5% | -5%
CC(C)(C)c1ccc(C(=O)c2c[nH]c(C(=O)NCCCn3ccnc3)c2)cc1 | 7.4µM* | 5% | / | -28% | 12µM* | 6%
COc1ccc(NC(=O)N[C@@H](CCSC)C(=O)O)cc1OC | 55%[activator] | 9% | 3% | 20% | 105%[activator] | 4%
C#Cc1cccc(NC(=O)Cc2cccs2)c1 | 0% | -5% | 3% | 1% | 45%[activator] | -2%
COc1ccc(NC(C)C(=O)Nc2cc(C(F)(F)F)ccc2N2CCOCC2)c(OC)c1 (configuration not stated) | 0.046µM* | 0% | 3% | ? | 0.12µM* | 2%
Nc1nc(CN2CCN(c3ccccc3)CC2)nc(N2CCCc3ccccc32)n1 | 9.3µM* | 0% | -13% | 4% | ? | ?
NC(=O)c1ccc(Nc2ccc3c(c2)CCC3)c([N+](=O)[O-])c1 | -4% | -4% | -7% | 3% | / | -7%
CC1=C(C(=O)Nc2ccccn2)C(c2ccc(Br)cc2)NC(=S)N1 (configuration not stated) | 50%[activator] | 0% | -10% | -12% | 37%[activator] | -3%
COC(=O)c1ccc(OC)cc1OCC(=O)N1CCN(c2ccc(F)cc2)CC1 | 26% | 1% | 5% | -18% | 1% | 4%
COc1ccc(-c2n[nH]c(=S)n2-c2ccc3c(c2)OCCO3)cc1 | -19% | ? | ? | 2% | -1% | -1%
COc1cc(OC)c2c(OC)cccc2n1 | 20% | 3% | -4% | ? | 1% | -2%
C/C(=N\NC(=O)CNC(=O)c1ccc2c(c1)OCCO2)c1ccco1 | 31%[activator] | 4% | -1% | 10% | 32%[activator] | -2%
O=C1CCN(Cc2ccc(Br)cc2)CCN1[C@H](CO)Cc1ccccc1 | -23% | 1% | -3% | ? | 1% | -24%
O=C(NC1CCCCC1)c1cccnc1C(=O)O | ? | 1% | 13% | 6% | 1% | 1%
CN(C)S(=O)(=O)c1ccc(N2CCCC2)c(C(=O)NCc2ccc(Cl)cc2)c1 | -43% | 3% | 1% | -5% | / | -15%
O=CNCc1nc2ccccc2n1CCCc1ccccc1 | -85% | 1% | -4% | 12% | 53% | -20%

Three compounds picked at random from those above:
SMILES | Pf growth 96h | LmPK inh | Tb PYK inh | HCV inhibitor | Pf growth 48h | Sm TGR block
O=CNCc1nc2ccccc2n1CCCc1ccccc1 | -85% | 1% | -4% | 12% | 53% | -20%
Cc1ccc(C(=O)N/C(=C/c2ccc(N(C)C)cc2)C(=O)NCC2CCCO2)cc1 (configuration not stated) | 0% | -2% | -4% | 6% | 12% | -24%
C/C(=N\NC(=O)CNC(=O)c1ccc2c(c1)OCCO2)c1ccco1 | 31%[activator] | 4% | -1% | 10% | 32%[activator] | -2%

Laid out differently: entries from further up
Screens in order – Pf growth 96h	LmPK inh	Tb PYK inh	HCV inhibitor	Pf growth 48h	Sm TGR block
- O=C1CCN(Cc2ccc(Br)cc2)CCN1[C@H](CO)Cc1ccccc1
    -23%	1%	-3%	?	1%	-24%
- O=C(NC1CCCCC1)c1cccnc1C(=O)O
    ?	1%	13%	6%	1%	1%
- CN(C)S(=O)(=O)c1ccc(N2CCCC2)c(C(=O)NCc2ccc(Cl)cc2)c1
    -43%	3%	1%	-5%	/	-15%
- O=CNCc1nc2ccccc2n1CCCc1ccccc1
    -85%	1%	-4%	12%	53%	-20%

The listing picks up, starting 2 compounds before the break.
SMILES | Pf growth 96h | LmPK inh | Tb PYK inh | HCV inhibitor | Pf growth 48h | Sm TGR block
CN(C)S(=O)(=O)c1ccc(N2CCCC2)c(C(=O)NCc2ccc(Cl)cc2)c1 | -43% | 3% | 1% | -5% | / | -15%
O=CNCc1nc2ccccc2n1CCCc1ccccc1 | -85% | 1% | -4% | 12% | 53% | -20%
O=C(c1ccccc1)N1CCC(c2nc3c(nnn3Cc3ccccc3Cl)c(=O)[nH]2)CC1 | 8.3µM* | 9% | -8% | 16% | / | -5%
O=C(COC(=O)CCc1c[nH]c(=O)[nH]1)Nc1cccc(Cl)c1 | -28% | 5% | -2% | -7% | 14% | ?
Clc1ccc(C#Cc2cccnc2)cc1 | 80%[activator] | / | -1% | 4% | 46%[activator] | -6%
CCOC(=O)c1cn(CC(=O)Nc2cccc(F)c2)nn1 | 22% | 1% | -2% | 13% | 21% | 0%
CCN1CCC2(CC1)NC(CO)(CO)CO2 | -6% | 1% | 4% | -36% | 10% | 10%
O=C(Nc1ccc(F)cc1)N1CCN(c2ncccn2)CC1 | -9% | -10% | -13% | 4% | -14% | 0%
O=S(=O)(/N=C(/Nc1cccc2ccccc12)c1ccccc1)c1ccc(Br)cc1 | 4.1µM* | -1% | -5% | -19% | 13% | 2%
Cc1ccc(C)c(NC(=O)N2CCc3ccccc3C2)c1 | ? | 3% | 1% | -3% | 184%[activator] | 2%
COc1cccc(Oc2ccc(S(=O)(=O)N3CCCC3)cc2[N+](=O)[O-])c1 | ? | -5% | -3% | ? | 10µM* | -2%
Cc1cc(C)n(-c2nc3ccccc3nc2N2CCCC2)n1 | -7% | -2% | 1% | -10% | / | -19%
CCCC(C(=O)NC1CCCC1)N(C(=O)Cn1nnc(-c2ccc(C)o2)n1)c1ccccc1F (configuration not stated) | ? | -3% | 6% | -19% | ? | -12%
CCCNC(=O)c1cccc(COCC(F)(F)C(F)F)c1 | / | -4% | 0% | 5% | 0% | 3%
COCCNc1nc(-c2ccccc2)nc2c1oc1ccccc12 | -13% | 7% | -1% | ? | ? | 6%
COc1ccc(N2CCN(C(=O)c3sc4ncn(CC(=O)N5CCCCC5C)c(=O)c4c3C)CC2)cc1 (configuration not stated) | ? | 4% | -4% | 0% | -9% | ?
Cc1ccc(C2=NS(=O)(=O)N(C)C(C(=O)NCc3ccc4c(c3)OCO4)=C2)cc1 | 0% | -6% | -4% | 0% | 8% | 3%
O=C1c2ccccc2C(=O)N1Cc1nc2ccccc2c(=O)n1-c1ccccn1 | -9% | 1% | 6% | -4% | 6% | -4%
CCC(C(=O)NC1CCCC1)n1c(SCc2cccc(C)c2)nc2ccncc21 (configuration not stated) | ? | -5% | 3% | -3%[8.37 µM] | -7% | -4%
CCC1C2Cn3c(nc4ccccc43)C1N(C)O2 (configuration not stated) | 64%[activator] | -6% | 5% | 7% | 50%[activator] | 4%
C=CCCC(=O)Nc1nc(C)c(-c2csc(Nc3cc(Cl)ccc3OC)n2)s1 | ? | -2% | -2% | ? | ? | 12%
CCN(c1ccccc1)S(=O)(=O)c1nnc(NC(=O)c2ccco2)s1 | 21% | -1% | -5%&1% | 21% | 42%[activator] | 20µM*!
Cc1c(C#N)sc2nc(-c3ccccc3)nc(N3CCCC3)c12 | ? | -2% | -8% | -5% | 19% | 5%
